Source: PubChem (NCI)
NCI-60 one-dose screen, 48 h, at 10 µM unless noted. Numbers give growth in % (100 = growth as untreated, 0 = no growth, -100 = all killed).
OVCAR-3: OVCAR-3 ovarian cancer | hit rate 7% among 79,000 | AID 1794787
DU-145: DU-145 prostate cancer; hit rate 4.2% among 81,000; AID 1794760
OVCAR-4: OVCAR-4 ovarian cancer cells | hit rate 3.7% among 80,000
U251: U251 CNS tumor cells; hit rate 5.4% among 80,000; AID 1794753
OVCAR-5: OVCAR-5 ovarian cancer. hit rate 2.9% among 82,000. AID 1794783
OVCAR-8: OVCAR-8 ovarian cancer; hit rate 4.4% among 81,000
SF-268: SF-268 CNS cancer cells | hit rate 3.1% among 82,000
SK-OV-3: SK-OV-3 ovarian cancer cells. hit rate 3.2% among 80,000. AID 1794785
PC-3: PC-3 prostate cancer cells; hit rate 3.9% among 80,000; AID 1794754
The depositor's hits bear a star; nt = no result given; & = joins results of further samples. How the source made its calls: active means growth percent below 10; inactive means the rest.

SMILES	OVCAR-3	DU-145	OVCAR-4	U251	OVCAR-5	OVCAR-8	SF-268	SK-OV-3	PC-3
O=P1(NCCCNP2(=O)OC(CCl)=NC2c2ccccc2Cl)OC(CCl)=NC1c1ccccc1Cl (stereo not given)	105.5	102.9	99.2	97.1	99.5	105.7	nt	96.9	103.5
O=C(CN1C(=O)/C(=C\c2ccc(Cl)cc2)SC1=S)Nc1ncc(Cc2ccc(Cl)cc2)s1	107.9	105.5	105.0	100.4	103.8	101.3	97.4	103.9	nt
Cc1ccc(S(=O)(=O)Nc2ccc(OCc3nnc(-c4ccc(Cl)cc4)o3)c(F)c2)cc1	95.6	97.5	nt	83.8	87.1	84.5	87.8	105.0	64.4
CCOC(=O)C1O[N+]([O-])=C(c2ccc(OC)cc2)C1c1ccc(Cl)cc1 (stereo not given)	106.6	104.4	104.6	103.4	100.3	103.8	96.9	109.6	95.6
O=C1N=c2cc3c(cc2=C/C1=C/c1sc(=S)n(Cc2ccco2)c1O)OCCO3	102.7	94.1	106.9	93.6	95.2	93.3	94.6	102.8	92.1
Cc1ccsc1[C@@H]1C[C@H](O)Cc2cc(OC(F)(F)F)ccc2N1	103.2	117.9	nt	97.8	83.9	97.8	106.6	95.9	80.3
CC1=C(C(=O)c2cnccn2)C(c2cccc(Oc3ccccc3)c2)NC(=O)N1 (stereo not given)	105.5	103.4	96.5	106.0	99.2	107.6	92.6	nt	106.8
O=C1C(Cl)=C(Oc2ccccc2)C(=O)c2ccccc21	16.0	122.4	105.9	42.1	117.8	85.0	79.3	103.3	47.8
CCCCc1ccc(C#N)nc1	107.6	109.9	98.1	94.1	108.8	109.0	108.3	94.9	98.4
Cc1nc([P+](c2ccccc2)(c2ccccc2)c2ccccc2)c(S(=O)(=O)Cc2ccccc2)o1	89.9	108.0	89.2	97.1	102.7	87.3	94.7	95.6	87.4
CCNC(=O)Oc1ccc(/C(=C(/C)c2ccc(OC)cc2)c2ccc(OCCN3CCCCCC3)cc2)cc1	nt	76.0	62.7	38.8	72.7	68.4	64.0	79.0	31.3
CO[C@H]1/C=C/O[C@@]2(C)Oc3c(C)c(O)c4c(O)c(c(/C=N/N5CCN(C)CC5)c(O)c4c3C2=O)NC(=O)/C(C)=C\C=C\C(C)[C@H](O)[C@@H](C)[C@@H](O)[C@@H](C)[C@@H](OC(C)=O)[C@@H]1C (stereo not given in full)	106.5	104.1	102.5	nt	nt	100.0	nt	112.7	94.0
O=C(c1nnc(Nc2cccc(Cl)c2)o1)c1c[nH]c2ccccc12	105.8	106.8	110.5	96.6	111.1	96.5	102.8	89.8	94.1
CN1CCN(C(=S)SCCCCOc2cc(=O)oc3ccccc23)CC1	95.8	90.6	72.4	87.0	101.2	78.4	87.7	99.5	72.7
CC[C@@H](CC[C@@H](C)[C@H]1CC[C@H]2[C@@H]3CC=C4CC(O)CC[C@]4(C)[C@H]3CC[C@]12C)C(C)C (stereo not given in full)	98.4	105.4	83.2	100.7	103.2	108.1	101.1	90.2	94.2
CC(=O)OC1OC(COS(=O)(=O)c2ccc(C)cc2)C(OC(C)=O)C(OC(C)=O)C1OC(C)=O (stereo not given)	108.5	108.7	103.5	98.4	110.6	108.0	98.8	108.7	99.7
Cc1ccc(CNc2ncnc3[nH]ncc23)cc1	93.2	99.9	108.0	98.8	95.9	96.8	89.9	105.7	96.7
O=C(COc1cccc(/C=C2/Oc3ccccc3C2=O)c1)Nc1nccs1	220.3	104.2	87.5	89.4	86.6	61.8	30.3	265.6	14.6
CN(Cc1ccccc1)c1nc(Cl)c(C2CC(c3ccccc3)=NN2c2cc(Cl)cc(Cl)c2)s1 (stereo not given)	101.5	104.7	103.2	102.8	112.6	107.1	91.5	96.1	95.8
O=C(N/N=C/c1cccc(O)c1O)c1ccccc1	16.2	33.0	4.4*	nt	30.1	5.0*	18.4	41.2	28.9
COc1ccccc1C(C)=O	110.4&106.4	113.4&107.0	104.9&110.8	106.0&106.6	106.2&117.2	96.7&105.0	107.5&92.7	102.2&103.2	96.9&89.7
CN(C)c1nc(-c2cccs2)n2nc(-c3ccco3)cc2n1	101.4	115.6	74.6	93.6	99.4	96.0	103.6	90.2	91.2
COc1cc(Nc2ncc(NC(=O)Nc3c(Cl)cccc3Cl)c(Oc3ccc(C)cc3OC)n2)cc(OC)c1	114.1	109.5	111.0	100.2	86.8	105.4	102.1	107.5	102.3
CCCC1OC(CCc2ccccc2)OCC1CC (stereo not given)	115.7	119.6	103.9	102.8	118.5	95.4	107.0	111.6	97.7
CC1(C)COCCN1CC(O)c1ccc(Br)cc1 (stereo not given)	110.2	112.2	99.8	106.4	112.9	108.3	113.3	105.3	93.3

The closing six records of the section above are carried over, then new ones follow:
SMILES	OVCAR-3	DU-145	OVCAR-4	U251	OVCAR-5	OVCAR-8	SF-268	SK-OV-3	PC-3
O=C(N/N=C/c1cccc(O)c1O)c1ccccc1	16.2	33.0	4.4*	nt	30.1	5.0*	18.4	41.2	28.9
COc1ccccc1C(C)=O	110.4&106.4	113.4&107.0	104.9&110.8	106.0&106.6	106.2&117.2	96.7&105.0	107.5&92.7	102.2&103.2	96.9&89.7
CN(C)c1nc(-c2cccs2)n2nc(-c3ccco3)cc2n1	101.4	115.6	74.6	93.6	99.4	96.0	103.6	90.2	91.2
COc1cc(Nc2ncc(NC(=O)Nc3c(Cl)cccc3Cl)c(Oc3ccc(C)cc3OC)n2)cc(OC)c1	114.1	109.5	111.0	100.2	86.8	105.4	102.1	107.5	102.3
CCCC1OC(CCc2ccccc2)OCC1CC (stereo not given)	115.7	119.6	103.9	102.8	118.5	95.4	107.0	111.6	97.7
CC1(C)COCCN1CC(O)c1ccc(Br)cc1 (stereo not given)	110.2	112.2	99.8	106.4	112.9	108.3	113.3	105.3	93.3
Cc1ccc(C)c(Oc2c(-c3nc4ccc(C(=O)O)cc4[nH]3)c(C)nn2-c2ccccc2)c1	101.5	104.2	94.5	101.6	97.0	91.8	87.9	113.5	86.3
COc1ccc(-c2cc(-c3ccccc3)nc(N3CCN(CCNc4ccnc5cc(Cl)ccc45)CC3)n2)cc1	7.8*	-33.4*	-27.6*	0.5*	48.2	-81.0*	-15.1*	112.4	32.4
O=C(O)CNC(=O)CNC(=O)c1ccccc1	111.1	108.8	103.2	103.9	91.7	113.9	100.9	108.7	90.7
COc1ccc(C(=O)C[n+]2ccn(CCC(=O)Nc3cccc4cccnc34)c2)cc1	84.4	98.8	50.8	85.6	94.2	98.8	89.0	87.1	82.3
CC1=N/C(=C\c2ccc(N(C)C)cc2)C(=O)N1CCc1ccc(S(N)(=O)=O)cc1	108.7	112.5	99.7	91.8	116.3	97.9	101.9	95.3	96.7
Nc1ccc(S(=O)(=O)Nc2nccs2)cc1N=Nc1ccccc1[N+](=O)[O-]	101.8	112.5	106.9	102.5	105.0	95.4	99.8	94.7	84.0
O=C(CCc1nnc2sc(/C=C/c3ccccc3)nn12)c1nc2ncccc2[nH]1	111.0	106.7	87.1	92.5	103.1	97.7	101.1	118.8	92.1
COC(=O)/C=C(/C(=O)OC)N(O)C(=O)CN1C(=O)c2ccccc2C1=O	117.9	109.2	101.1	103.3	103.4	103.1	106.0	103.9	102.1
O=C(Nc1ccc(-c2nc(-c3cccc(OCCN4CCOCC4)c3)c(-c3ccnc(Br)c3)[nH]2)cc1)Oc1ccccc1	101.7	107.3	104.7	92.8	108.8	94.2	94.3	106.3	83.9
O=C(Nc1ccc(Cl)c2c1C(=O)c1ccccc1C2=O)c1ccccc1	123.7	121.9	91.2	107.8	117.9	104.8	107.8	106.4	100.3
COC(=O)CC[C@@H]1O[C@@H](c2ccc(F)cc2)[C@@H](O)[C@H]1O	103.8	111.7	115.1	109.3	90.2	112.3	102.6	101.0	96.8
CNC(=O)C1COc2ccccc2O1 (stereo not given)	103.9	104.1	108.3	97.7	96.3	103.3	102.2	91.9	92.2
O=C(CCCCCNC(=O)c1ccc[nH]1)Nc1ccccc1	116.6	105.6	103.6	96.8	99.0	102.3	99.8	108.3	111.3
CCOc1ccccc1CCO	106.4	112.4	109.4	106.6	95.8	105.0	106.4	99.7	101.2
Clc1cccc(NC2=NCCN=C(Nc3cccc(Cl)c3Cl)SS2)c1Cl	84.7	99.0	86.8	86.7	75.3	90.0	81.2	86.7	73.3
O=c1oc2c(C(F)(F)F)cccc2cc1-c1csc(Nc2ccc(OCCF)cc2)n1	-21.4*	2.5*	40.4	5.1*	67.5	4.2*	23.3	15.1	21.0
O=C(O)CNc1ccc(Cl)c(Cl)c1	97.5	116.7	102.1	85.7	107.4	93.9	105.9	90.5	81.1
CCN(CC)CCCC(C)Nc1ccnc2cc(Br)ccc12 (stereo not given)	97.4	104.5	94.9	85.7	104.9	103.5	93.5	111.1	87.3
COc1cc(C2=NN(C(C)=O)C(c3ccc(Oc4ccc(Cl)cc4)cc3)C2)cc(OC)c1OC (stereo not given)	109.4	106.1	104.3	100.9	101.6	103.1	99.7	99.2	100.2
C/C=C(\C)CO[C@H]1Cc2cc3ccc(=O)oc3cc2OC1(C)C	106.5	106.0	76.6	86.8	98.7	95.6	97.1	97.2	90.3
COc1cccc(CNc2ncnc3sc(-c4ccc(NC(C)=O)cc4)cc23)c1	117.6	115.2	105.7	90.0	93.1	86.0	100.6	84.3	92.2
COc1cccc(CNc2nnc(C)c(C)n2)c1O	109.8	108.0	102.5	99.1	107.8	99.2	100.0	87.0	87.2
S=C(N=Nc1ccccc1)NNc1ccccc1	107.5	109.4	113.5	93.3	97.7	98.3	98.0	100.3	73.0
CC(=O)Oc1c2ccccc2c(OC(C)=O)c2ccccc12	106.5	113.6	102.5	102.1	101.2	105.1	106.0	102.4	91.0
CC(=O)C(=O)NCCCCCCC(=O)Nc1ccccc1	128.1	125.5	109.5	103.7	106.9	106.3	107.2	115.7	109.0

(list continues)
SMILES	OVCAR-3	DU-145	OVCAR-4	U251	OVCAR-5	OVCAR-8	SF-268	SK-OV-3	PC-3
NS(=O)(=O)c1ccc(NCc2ccc(N=Cc3c(O)[nH]c4ccccc34)cc2)cc1	116.0	97.1	87.4	110.4	116.3	101.5	88.7	104.8	92.6
CCCCCCCCc1ccc(C(=O)Nc2cccc(CP(=O)(O)O)c2)cc1	115.7	106.4	100.0	83.5	92.6	102.5	110.5	97.4	93.3
Fc1cccc(CCC2CCCC2C2CC2)c1 (stereo not given)	108.0	103.8	104.4	105.5	106.3	113.4	106.4	112.3	109.0
COc1ccc(C(=O)c2c(N)c(C#N)cn2-c2ccc(Br)cc2C)cc1	100.6	100.5	95.3	104.5	95.9	98.0	91.1	106.0	86.8
O=C(O)C1CSC(c2cccs2)N1 (stereo not given)	112.5	114.3	108.1	99.5	110.7	104.9	105.1	106.5	84.2
O=c1c2cnn(-c3ccccc3)c2n2c(Nc3ccccc3)nnc2n1-c1ccccc1	96.5	88.5	68.0	86.8	91.5	88.5	84.1	71.6	85.6
COc1cc2oc(-c3cccc(NC(=O)c4cccc(NC(=O)[C@H](C)NC(=O)OC(C)(C)C)c4)c3)cc(=O)c2c(OC)c1OC	66.5	74.8	86.2	75.2	95.7	nt	75.4	117.8	64.3
O=C(N/N=C/c1occc1Br)c1[nH]c2ccc(Br)cc2c1-c1ccccc1	-73.7*	-78.4*	-87.0*	-82.6*	-99.8*	-51.7*	-65.9*	-85.3*	-51.3*
CC(C)c1ccc(C(=O)OC2CCCC2)cc1	99.3	105.5	105.8	108.9	101.0	112.5	95.1	107.5	89.9
CCCCC[n+]1ccc(SCC(=O)N(Cc2ccccc2)c2ccc(OC)cc2)c2ccccc21	74.5	99.8	85.5	100.6	107.0	97.4	109.8	nt	92.7
Cc1cc(C(=O)NC2CC(C)(C)NC(C)(C)C2)c(C)o1	109.8	108.0	103.1	108.6	99.0	104.8	96.9	105.8	100.0
CCOC(=O)CCCCCCCCC(=O)Nc1ccc(-n2[nH]c(=O)cc2C)cc1	106.2	102.4	98.6	99.4	91.7	104.3	99.7	91.3	97.5
O=S(=O)(/N=c1/n(-c2ccccc2)nc2n1CCN2C1=NCCN1)c1ccc(-c2ccccc2)cc1	101.3	108.2	nt	92.7	96.6	102.6	91.7	100.4	93.8
COc1ccccc1N1C(=O)C=CC1=O	108.7	127.5	102.1	102.2	88.7	99.2	118.7	104.0	102.3
Nc1nonc1-c1noc(COc2ccc(Cl)cc2)n1	115.0	114.7	95.3	93.9	106.8	108.0	113.9	103.9	91.3
COc1cccc(/C=C/C(=O)c2ccc(NC(=O)c3cc4cc5cc(C)ccc5nc4s3)cc2)c1	95.5	98.3	109.5	109.6	95.4	112.8	103.5	109.9	96.4
O=C(O)C1C[C@](O)(c2ccccc2Cl)[C@@H](c2ccccc2Cl)O1 (stereo not given in full)	101.8	109.0	93.0	84.3	93.9	99.1	106.2	94.6	79.0
CC1(C)CC[C@]2(C(=O)Nc3ccccn3)CC[C@]3(C)C(=CC[C@@H]4[C@@]5(C)C/C(=C/c6ccco6)C(=O)C(C)(C)[C@@H]5CC[C@]43C)[C@H]2C1	83.0	97.8	63.0	nt	95.2	75.5	90.4	94.7	41.9
